# Assay outcomes: PubChem, NMMLSC
# QS inhibitor: S. aureus quorum sensing inhibitors, primary screen, RNAIII-GFP reporter, flow cytometry; S. aureus RN6390 RNAIII-GFP reporter, AIP-induced, flow cytometry 3 h; inhibition, % at 2 µM; 24,000 compounds, 0.3% hits; AID 527, 2006;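 active = share of bacteria positive for the green fluorescent reporter and its mean brightness both inhibited by 50% or more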;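 also: 0% = AIP-stimulated control and 100% = unstimulated bacteria without AIP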
# QS inhibitor GFP MFI %: further read-out of QS inhibitor, marked with its call; inhibition, %; measured here: inhibition of GFP MFI
# Starred values were filed as active, the others as inactive. A portion of the library, so the mix of outcomes need not match the whole.
smiles	QS inhibitor	QS inhibitor GFP MFI %
O=c1[nH][nH]c2nc(C(F)(F)F)cc(C(F)(F)F)c12	-2	2
O=C(CCS(=O)(=O)Cc1ccccc1F)N1CCc2ccccc2C1	-2	-11
O=C(NCCC1=CCCCC1)N[C@@H](Cc1ccccc1)C(=O)O	2	8
CCn1cc(C(=O)NCCCN2CC(C)CC(C)C2)c2cc(OC)c(OC)cc2c1=O (stereo not drawn)	-1	-5
CC1CN(C(=O)c2ccc3c(c2)OCO3)OC(c2ccccc2)O1 (stereo not drawn)	6	10
CCn1cc(C(=O)NCCCN(C)c2ccccc2)c(=O)c2cc(S(=O)(=O)N(C)C)ccc21	0	20
COc1ccc(C2C(C(=O)Nc3cccnc3)=C(C)Nc3nc(-c4ccco4)nn32)cc1 (stereo not drawn)	-1	1
COC(=O)c1cc2sccc2n1CC(=O)Nc1ccc(OC)c(OC)c1OC	2	13
CCN(CC)S(=O)(=O)c1ccc(C(=O)Nc2ncn(Cc3ccccc3)n2)cc1	-1	-42
COc1ccccc1N1CCN(CCCNC(=O)Nc2ccccc2)CC1	-2	-4
CC1CCN(C(=O)CCNS(=O)(=O)c2ccccc2)CC1	2	7
CCC(C)NC(=O)CNC(=O)Cn1c(C)cc2ccccc2c1=O (stereo not drawn)	-2	-16
CN1CCN(C(=O)c2ccc3c(c2)NC(=O)C(N2CCOCC2)S3)CC1 (stereo not drawn)	-2	3
c1ccc2c(c1)nc(NC1CCCCC1)c1nncn12	0	0
CCn1c(C(=O)N2CCCC(C(=O)O)C2)cc2sccc21 (stereo not drawn)	1	8
Cc1cccc(NC(=O)CS(=O)(=O)c2c[nH]c3ccccc23)c1C	-2	-8
Clc1ccc(-c2nnc(-c3ccco3)o2)cc1	4	4
CCOC(=O)N1CCN(CCC(=O)Nc2ccc(C)c(Br)c2)CC1	-2	-9
O=C(Nc1ccc(Cl)cc1)C1CCCN(S(=O)(=O)c2cnc[nH]2)C1 (stereo not drawn)	9	14
CCn1c(CSc2ncccn2)nnc1SCC(=O)N1c2ccccc2CC1C (stereo not drawn)	0	-2
O=C(CCn1c(=O)[nH]c2ccccc2c1=O)N1CCN(c2ccc(Cl)cc2)CC1	2	29
COC(=O)NCc1ccc(CNC(=O)OC)cc1	1	6
CCN=C1SC(CC(=O)Nc2ccc(C(F)(F)F)cc2)C(=O)N1CC (stereo not drawn)	-1	-7
COc1ccc(CCNC(=O)C2CCCN(S(=O)(=O)c3cnc[nH]3)C2)cc1OC (stereo not drawn)	-1	-3
CCCCNC(=O)CCCCCNS(=O)(=O)c1ccc(OC)cc1	2	13
CCOc1ccc(-n2cc(C(=O)Nc3cccc(C)n3)c3cc(OC)c(OC)cc3c2=O)cc1	4	25
O=C(NCC1CCCO1)C1c2ccccc2C(=O)N1C1CCCCCC1 (stereo not drawn)	-1	-1
CCOC(=O)c1cc2c(=O)n3ccccc3nc2n(CCCOC)c1=NC(C)=O	1	20
Cc1cccc(NCc2nc(-c3ccccc3)no2)c1	0	-3
O=C(Nc1ccccc1C(=O)O)c1ccccc1	-1	4
CC(=O)n1cc(-c2ccncc2)c2ccccc21	-1	-6
COc1ccc(-c2cc(C(=O)N3CCCc4ccccc43)no2)cc1	5	15
O=C(c1cc2ccccc2o1)N1CCN=C1SCc1cccnc1	3	27
O=C(CSc1ncnc2c1nnn2-c1ccc(F)cc1)N1CCN(c2ccccc2)CC1	12	50
CC(=O)C1=C(O)C(=O)N(c2nnn(C)n2)C1c1cccs1 (stereo not drawn)	9	31
CCOC(=O)c1cccc(C(=O)OCC)n1	-2	-1
CC(C)C(NC(=O)C1CCCCC1)C(=O)Nc1ccccn1 (stereo not drawn)	-1	-11
O=S(=O)(NCCO)c1cccc2cccnc12	4	12
Cc1oc(-c2cccc(Cl)c2)nc1CN1CCCC(C(=O)NCCCN2CCOCC2)C1 (stereo not drawn)	-8	-21
COCCOC(=O)c1[nH]c2c(c1C)C(=O)CC(c1ccco1)C2 (stereo not drawn)	-1	1
CC1CC(=O)N(CC(=O)NCc2ccco2)c2ccccc2S1 (stereo not drawn)	5	15
N#CCCCCn1c(-c2cncs2)nc2ccccc21	0	8
CCOc1ccccc1C(=O)Nc1nnc(CC)s1	0	1
CC(=O)OCC(=O)[C@@]1(O)CC[C@H]2[C@@H]3CCC4=CC(=O)C=C[C@]4(C)[C@@]3(Cl)[C@@H](Cl)C[C@@]21C	-2	-4
O=C(NCCCN1CCOCC1)c1ccc(CS(=O)(=O)c2cccc(C(F)(F)F)c2)o1	-2	-8
Cc1c(C(=O)NCc2ccccc2Cl)oc2c1C(=O)CCC2	1	5
Cc1cc2ccccc2c(=O)n1CC(=O)NCC1COc2ccccc2O1 (stereo not drawn)	0	-2
CSc1ccc(C(C(C(=O)c2cccs2)N2CCOCC2)N2CCOCC2)cc1 (stereo not drawn)	11	34
O=C(Cn1nc(-c2ccc(Cl)cc2)ccc1=O)NCCN1CCOCC1	2	10
O=C(NCc1ccco1)C1CC(=O)N(CCc2ccccc2)C1 (stereo not drawn)	-1	-10

# 7 structures out of the list, ordered by count of non-hydrogen atoms, low to high:
smiles	QS inhibitor	QS inhibitor GFP MFI %
O=S(=O)(NCCO)c1cccc2cccnc12	4	12
CC(=O)C1=C(O)C(=O)N(c2nnn(C)n2)C1c1cccs1 (stereo not drawn)	9	31
CC(C)C(NC(=O)C1CCCCC1)C(=O)Nc1ccccn1 (stereo not drawn)	-1	-11
O=C(c1cc2ccccc2o1)N1CCN=C1SCc1cccnc1	3	27
O=C(NCC1CCCO1)C1c2ccccc2C(=O)N1C1CCCCCC1 (stereo not drawn)	-1	-1
Cc1cc2ccccc2c(=O)n1CC(=O)NCC1COc2ccccc2O1 (stereo not drawn)	0	-2
CC(=O)OCC(=O)[C@@]1(O)CC[C@H]2[C@@H]3CCC4=CC(=O)C=C[C@]4(C)[C@@]3(Cl)[C@@H](Cl)C[C@@]21C	-2	-4

# Some of the entries above, set out differently.
Cc1cc2ccccc2c(=O)n1CC(=O)NCC1COc2ccccc2O1 (stereo not drawn)
  QS inhibitor: 0
  QS inhibitor GFP MFI %: -2
O=C(c1cc2ccccc2o1)N1CCN=C1SCc1cccnc1
  QS inhibitor: 3
  QS inhibitor GFP MFI %: 27

# Next part
smiles	QS inhibitor	QS inhibitor GFP MFI %
CN(CC(=O)NCCN1CCN(c2ccccc2)CC1)S(=O)(=O)c1ccc2c(c1)CCC(=O)N2	-1	-18
Cc1cc(C)cc(-n2c(=O)c3sccc3n(CC(=O)NCc3ccco3)c2=O)c1	-2	5
OC(CNCC1COc2ccccc2O1)COCc1cccs1 (stereo not drawn)	-3	-2
Cc1ccc(N2C(=O)c3ccccc3C2Nc2cccnc2)nc1 (stereo not drawn)	1	5
CN1CCN(Cc2cc(COCc3ccccc3)c3cccnc3c2O)CC1	-3	-7
CC(=O)N1CCc2cc(S(=O)(=O)NC(CC(C)C)C(=O)Nc3cc(C)ccn3)ccc21 (stereo not drawn)	-4	-15
O=C(CCS(=O)(=O)c1ccc(Br)s1)N1CCc2ccccc21	0	30
CCOC(=O)c1ccc(CS(=O)c2ccc(Cl)cc2)o1 (stereo not drawn)	-6	1
COCCNC(=O)C1CCCN(c2ncccn2)C1 (stereo not drawn)	0	-7
CCCc1cc(C(=O)Nc2cccc(Cl)c2)no1	6	30
COc1ccc(N(C)S(=O)(=O)c2ccc3c(c2)oc(=O)n3C)cc1	2	16
Cc1ccc2c(Cl)cc(Cl)c(OCc3c(C)noc3C)c2n1	0	-2
CCc1nnc(NC(=O)NCN2C(=O)C3C4C=CC(C4)C3C2=O)s1 (stereo not drawn)	0	-4
COC(=O)c1sc(S(=O)(=O)N2CCCCC2)c(C(=O)OC)c1C	-2	5
O=C(Nc1ccc(N2CCOCC2)c(Cl)c1)c1ccc(Br)o1	0	0
COc1ccc(-n2c(N)c(C(=O)NCc3ccco3)c3nc4ccccc4nc32)c(OC)c1	-1	4
CCOC(=O)c1nnn(-c2nonc2N)c1CN(C)Cc1ccccc1	-3	-47
COc1ccccc1N1CCN(CC(O)COc2c(OC)cccc2OC)CC1 (stereo not drawn)	-3	-14
Cn1c(C(=O)NCc2ccccn2)cc2c(=O)n3ccccc3nc21	-4	-7
COc1ccc(Nc2cc(C(=O)NCCCN3CCN(C)CC3)c3ccccc3n2)cc1	12	25
COc1ccc2cc3cc(C(=O)Nc4ccccc4N4CCN(C)CC4)oc3nc2c1	1	8
CCN(CC)CCNC(=O)C1c2cc(OC)c(OC)cc2C(=O)N2CCc3ccccc3C12 (stereo not drawn)	3	8
Cc1cc2c(N3CCCCC3C)ncnc2s1 (stereo not drawn)	4	8
CSc1nnc2c(n1)OC(C)N(C(=O)c1ccccc1)c1ccccc1-2 (stereo not drawn)	0	9
Cc1ccc(N=Cc2ccc(O)cc2O)cc1F	-2	-23
COC(=O)C1(C)Nc2ccccc2C(=O)N1c1ccccc1C (stereo not drawn)	-6	-14
CN(c1ccccc1)S(=O)(=O)c1ccc(C(=O)Nc2nnc(-c3ccc(F)cc3)o2)cc1	-2	-36
Cc1ccc2nc(NC(=O)C3CCN(S(=O)(=O)c4cccc5nsnc45)CC3)sc2c1	2	11
Cn1c(=O)c2c(nc(N3CCOCC3)n2CCCNC2=NCCC2)n(C)c1=O	0	-3
Cc1ccc(S(=O)(=O)C2(C(=O)N3CCCCCC3)CC2)cc1	-3	-6
NS(=O)(=O)c1ccc(CCNC(=O)c2cccnc2)cc1	3	2
O=C(CN1CC(c2ccccc2)CC1=O)Nc1ccc2c(c1)OCO2 (stereo not drawn)	0	19
COC(=O)C1=C(C(=O)c2ccccc2)C(c2ccc(O)c(OC)c2)n2nnnc2N1 (stereo not drawn)	2	13
CCCCNC(=O)c1sc(=S)n2c1[nH]c(=O)c1ccccc12	-3	-34
O=S(=O)(NCCCCCNS(=O)(=O)c1ccccc1)c1ccccc1	1	-2
O=c1c2ccccc2nnn1CSc1nnc2sc3ccccc3n12	-1	59
CCC(C)N(CCNC(=O)CC1Oc2ccccc2NC1=O)C1CCCCC1 (stereo not drawn)	9	22
Cc1ccc(F)cc1NC(=O)c1cccc2nccnc12	1	16
Cc1cc(C)nc(NC(=O)c2cnc3sccn3c2=O)n1	-1	-2
CCOc1ccc(-n2nc(C(=O)NCCOC)c3ccccc3c2=O)cc1	-6	-34
CCc1cccc(NC(=O)CCS(=O)(=O)c2cccc3nonc23)c1	-2	-15
Cc1c(C(=O)NCc2ccccc2)oc2ccc(S(=O)(=O)N3CCC4(CC3)OCCO4)cc12	-3	-8
CC1(C)Cc2c(c(=S)nc(-c3ccccc3)n2CCO)CO1	-1	5
COC(=O)CSc1nnc(CNC(=O)Cc2ccccc2)n1-c1ccccc1OC	-4	-3
CN1CCN(CCCNC(=O)c2cc3c(-c4ccc(Cl)cc4)nn(C)c3s2)CC1	3	22
NC(=O)c1ccccc1NC(=O)CN1CCOCC1	0	-1
O=C(Nc1ccc(NC(=O)c2ccco2)nc1)c1cccnc1	-2	-1
CCOc1ccc(C(CC(=O)O)NC(=O)c2ccco2)cc1OC (stereo not drawn)	0	2
CCN1CCN(C(=O)c2oc(=O)c3ccccc3c2-c2ccc(C)cc2)CC1	-1	0
CCN(CC)c1ccc(-c2c(C#N)c(N)nc(OC)c2C#N)cc1	14	31

# Continued.
smiles	QS inhibitor	QS inhibitor GFP MFI %
COc1ccccc1NC(=O)N(Cc1ccco1)Cc1cc2cccc(C)c2[nH]c1=O	2	17
Cc1ccc(NC(=O)C2C(=O)N(CCO)C3(C)CC2c2ccccc2O3)cc1 (stereo not drawn)	5	-56
CC(=O)c1ccc(OC(=O)c2cccs2)cc1	0	5
c1ccc(-c2nc(Sc3ncnc4c3cnn4-c3ccccc3)n[nH]2)cc1	0	4
COC(=O)[C@H](C)NC(=O)Nc1cc(OC)ccc1OC	8	31
CC1Cc2ccccc2N1CC(=O)Nc1ccc2c(c1)OCO2 (stereo not drawn)	1	-1
CCOC(=O)C1=C(CN2CCOCC2)NC(=O)NC1c1cc(C)ccc1C (stereo not drawn)	0	-1
O=C(COc1ccc(Cl)cc1Cl)Nc1ccc2nc3n(c(=O)c2c1)CCCC3	4	11
COc1ccc(CN2CC(C(=O)NCCN3CCN(c4ccccc4F)CC3)CC2=O)cc1 (stereo not drawn)	0	-3
Cc1ccc(CCNC(=O)CN2C(=O)COc3ccccc32)cc1	-4	-4
CCCCNC(=O)Cn1cnc2sc(C(=O)OCC)c(C)c2c1=O	-1	-1
CCc1noc(C)c1C(=O)NCCc1ccc(OC)c(OC)c1	0	3
CCOC(=O)c1ccc(NC(=O)c2ccc(NS(C)(=O)=O)cc2)cc1	-2	-3
CCOC(=O)N1CCN(c2ncnc3c2[nH]c2ccc(OC)cc23)CC1	0	-23
C#CCn1c(=NC(=O)CSCC(=O)N2CCOCC2)sc2ccccc21	-3	0
CCN(CC)CCNC(=O)CCCCn1c(=S)[nH]c2c([nH]c3ccc(OC)cc32)c1=O	-3	-48
CCS(=O)(=O)N1CCC(C(=O)NCc2cccs2)CC1	-3	-10
Cc1c(NS(=O)(=O)N2CCCC2)c(=O)n(-c2ccccc2)n1C	3	11
Cc1ccc(Cn2ccc(NC(=O)c3cc(-c4ccc5c(c4)OCO5)on3)n2)cc1	6	0
Cc1cc(OCC(=O)N2CCOCC2)cc2oc(=O)c3ccccc3c12	-5	-17
COc1ccc(Cl)cc1NC(=O)CSc1nncn1-c1cccnc1	-2	4
